Redox H2O2 prof – compounds producing H2O2 with reducing agent – biochemical, NIH compound library profiling, artefact control for MLSCN library redox annotation, primary screen. 200,000 compounds, 0.03% hits. DTT-dependent redox cycling H2O2, phenol red/HRP absorbance; 100% = 100 µM peroxide control, 0% = buffer. activation, % at 10 µM;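 active = activation of at least 50% relative to the plate's high and low controls in the primary single-dose screen; inactive = activation below 50%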;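 also: compound incubated with DTT at 0.8 mM final as the reducing agent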
Efa HMGR inh – inhibitors of class II HMG-CoA reductase from Enterococcus faecalis | purified E. faecalis HMGR, NADPH absorbance 340 nm kinetic | inhibition, % at 10 µM | 190,000 compounds, 0.41% hits | AID 1066;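 active = inhibition above a set limit, the median over all tested compounds plus 3 SD, cut at about 9.5% in these data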;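 also: enzyme runs in reverse so mevalonate oxidation gives rising NADPH absorbance; 0% = complete reaction with DMSO and 100% = background rate lacking mevalonate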
TNAP inh noacc – inhibitors of human TNAP without phosphate acceptor | P05186 | 200,000 compounds, 0.26% hits | inhibition, % at 20 µM | purified TNAP, CDP-star luminescence, 30 min;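 active = tissue-nonspecific alkaline phosphatase inhibition above about 50% at 20 µM in the single-dose screen, limit read from the data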;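 also: 0% = DMSO negative control and 100% = EDTA positive control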
Target sequence (P05186 whole entry, looked up): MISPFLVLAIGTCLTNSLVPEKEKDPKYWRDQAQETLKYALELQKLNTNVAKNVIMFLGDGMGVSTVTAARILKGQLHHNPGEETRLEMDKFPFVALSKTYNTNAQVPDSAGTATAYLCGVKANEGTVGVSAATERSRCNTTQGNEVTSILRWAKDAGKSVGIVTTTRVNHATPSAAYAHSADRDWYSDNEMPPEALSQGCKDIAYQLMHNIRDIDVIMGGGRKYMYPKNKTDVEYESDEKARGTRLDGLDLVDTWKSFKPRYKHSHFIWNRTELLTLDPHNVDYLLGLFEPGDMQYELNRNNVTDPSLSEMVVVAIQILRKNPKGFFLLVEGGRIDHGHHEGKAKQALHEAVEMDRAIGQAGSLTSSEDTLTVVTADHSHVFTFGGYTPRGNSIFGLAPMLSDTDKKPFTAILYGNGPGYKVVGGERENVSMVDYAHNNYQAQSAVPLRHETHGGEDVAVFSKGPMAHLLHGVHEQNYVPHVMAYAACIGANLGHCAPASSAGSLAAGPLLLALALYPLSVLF
Hsp70 act – Hsp70 transcriptional activation, primary screen; activation, % at 10 µM; HeLa Hsp70 promoter luciferase reporter, luminescence; scaled: vehicle 0, proteasome-inhibitor control 100%; 200,000 compounds, 0.04% hits;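 active = activation above the mean across all tested compounds plus 3 SD, cutoff set per campaign, cut at about 5.5% in these data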;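 also: 100% = MG132 at 30 µM as the positive control and 0% = DMSO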
PMI act – increases human mannose-6-phosphate isomerase activity; P34949; purified human PMI, coupled resazurin fluorescence, 20 min; hits give high values; 1 = vehicle control, 0 substrate-free wells; activation factor at 20 µM; 190,000 compounds, 0.005% hits;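 active = activation factor of 2 or more at 20 µM, relative to plate controls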
Target sequence (P34949 whole entry, looked up): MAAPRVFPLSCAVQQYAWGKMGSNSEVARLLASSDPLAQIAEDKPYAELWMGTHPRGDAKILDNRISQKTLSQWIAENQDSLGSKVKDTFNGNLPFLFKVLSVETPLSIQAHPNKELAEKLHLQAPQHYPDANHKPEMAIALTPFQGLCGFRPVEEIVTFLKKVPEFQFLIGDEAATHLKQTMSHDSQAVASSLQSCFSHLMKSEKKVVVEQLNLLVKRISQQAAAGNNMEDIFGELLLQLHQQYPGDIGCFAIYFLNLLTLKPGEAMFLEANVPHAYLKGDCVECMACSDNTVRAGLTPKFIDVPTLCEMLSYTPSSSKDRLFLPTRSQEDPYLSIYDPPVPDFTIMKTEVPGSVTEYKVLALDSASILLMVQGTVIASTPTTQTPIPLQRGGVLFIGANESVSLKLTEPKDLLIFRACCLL
TNAP inh hiacc – inhibitors of human TNAP at high phosphate acceptor concentration. AID 1135. purified TNAP, CDP-star luminescence, 1 M DEA. 200,000 compounds, 0.03% hits. inhibition, % at 20 µM. P05186;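 active = over 50% inhibition of tissue-nonspecific alkaline phosphatase at 20 µM in the single-dose screen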;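 also: plate controls were DMSO wells for no effect and EDTA-quenched wells as full inhibition for full effect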
S1P3 antag – antagonists of human S1P3 receptor. 170,000 compounds, 0.27% hits. AID 485. CHO S1P3 NFAT-BLA reporter, FRET fluorescence, antagonist mode. Q99500. inhibition, % at 4.98 µM;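 active = inhibition above the plate cutoff, the mean inhibition of test wells on that plate plus 3 SD, cut at about 28% in these data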;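 also: cells challenged with S1P at its EC80 of 0.8 µM; blue over green emission ratio from cleaved BLA substrate after 4 h stimulation; 0% = S1P-stimulated wells and 100% = unstimulated DMSO-only wells; some compounds past the cut are filed as inactive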
PMI act satM6P – PMI (human) activation, high substrate; activation factor at 20 µM; coupled PMI enzyme assay, resazurin fluorescence, 20 min; hits give high values; 1 = untreated enzyme, 0 = substrate-free blank; P34949; 190,000 compounds, 0.34% hits;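 active = activation factor of 2 or more at 20 µM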
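Test system: human phosphomannose isomerase with PGI, G6PDH, diaphorase coupling enzymes; amount: 15 ng/mL PMI; incubation: enzyme reaction with compound 20 min at room temperature; technique: resorufin fluorescence (Ex 544/Em 590 nm) from resazurin via diaphorase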
L major viab – reduces viability of Leishmania major promastigotes; resazurin fluorescence viability; inhibition, % at 10 µM; 200,000 compounds, 9% hits; in the data active = inhibition above about 50%;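 also: promastigotes grown with compound for 44 hours at 28 °C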
RAM inhibit – blocks the yeast RAM network; S. cerevisiae dse1pr::URA3 reporter, 5-FOA growth OD615, 2 d; analog-sensitive cbk1-as2 kinase mutant strain; inhibition, % at 50 µM; 190,000 compounds, 1.8% hits; AID 868;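 active = inhibition above a set limit, 3 SD over mean compound inhibition, cut at about 8.4% in these data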;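 also: 0% = DMSO-only wells with no growth and 100% = 10 µM 1-NA-PP1 full growth; inhibition rescues growth on 5-FOA so higher OD means more RAM inhibition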
* marks the source's active call; other numbers are inactive results; · = no result given.

| Molecule | PMI act satM6P | RAM inhibit | L major viab | Redox H2O2 prof | Hsp70 act | S1P3 antag | TNAP inh hiacc | TNAP inh noacc | Efa HMGR inh | PMI act |
| --- | --- | --- | --- | --- | --- | --- | --- | --- | --- | --- |
| CN(Cc1ccccc1)CC(O)COc1ccc(CNCc2nccn2C)cc1 (stereo unspecified) | 1.1 | 1.1 | 20 | 0.5 | -0.3 | -6 | -7 | -5 | -2 | 1 |
| Fc1cccc(Nc2ncnc3[nH]ncc23)c1 | 1.3 | 1.5 | -2 | 4.7 | -0.5 | 0 | -8 | -92 | -4 | 1.4 |
| CC(=O)OC1CCC(OC(C)=O)c2c1n([O-])c(C)c(C)[n+]2=O (stereo unspecified) | 1 | 0.8 | -1 | -0.4 | 0.1 | -14 | -4 | -9 | 0 | 1.1 |
| CCCCCn1c(=N)n(CC(O)COc2ccccc2OC)c2ccccc21 (stereo unspecified) | 0.9 | 0.1 | 83* | -0.1 | -0.1 | -6 | -3 | -6 | 3 | 0.9 |
| Cc1cc(C)c(C)c(OCC(=O)O/N=C(\N)c2ccccn2)c1 | 0.9 | -1.1 | 6 | 1.5 | -0.1 | · | 0 | -8 | -6 | 0.9 |
| Fc1ccc(Nc2nc(N/N=C/c3ccco3)nc(N3CCCCC3)n2)cc1 | 1.1 | -1.1 | 83* | -0.1 | 0.0 | 14 | 5 | -30 | -3 | 1.2 |
| O=C(/C=C\Nc1ccccc1Br)c1ccc2c(c1)OCO2 | 1 | 1.9 | 38 | -0.9 | -0.3 | -10 | -4 | -2 | 1 | 1.1 |
| CCC(C)(C(=O)NC1CCCC1)N(C(=O)c1cnccn1)c1ccccc1 (stereo unspecified) | 1 | 4.0 | -3 | -1.2 | -0.3 | -43 | -2 | 21 | 3 | 1 |

Three entries out of the list above, ordered by the number in PMI act, falling.
SMILES	PMI act satM6P	RAM inhibit	Redox H2O2 prof	Hsp70 act	S1P3 antag	TNAP inh hiacc	TNAP inh noacc	Efa HMGR inh	PMI act
Fc1cccc(Nc2ncnc3[nH]ncc23)c1	1.3	1.5	4.7	-0.5	0	-8	-92	-4	1.4
Fc1ccc(Nc2nc(N/N=C/c3ccco3)nc(N3CCCCC3)n2)cc1	1.1	-1.1	-0.1	0.0	14	5	-30	-3	1.2
CCCCCn1c(=N)n(CC(O)COc2ccccc2OC)c2ccccc21 (stereo unspecified)	0.9	0.1	-0.1	-0.1	-6	-3	-6	3	0.9

Later entries:
| Molecule | PMI act satM6P | RAM inhibit | L major viab | Redox H2O2 prof | Hsp70 act | S1P3 antag | TNAP inh hiacc | TNAP inh noacc | Efa HMGR inh | PMI act |
| --- | --- | --- | --- | --- | --- | --- | --- | --- | --- | --- |
| CCCCNC(=O)C1CCN(S(=O)(=O)N2CCOCC2)CC1 | 1 | 1.5 | -2 | 0.5 | 0.4 | 13 | -1 | -2 | 2 | 1.4 |
| O=C(N/N=C/C=C/c1ccccc1)C1CC1c1ccccc1 (stereo unspecified) | 0.8 | 1.2 | 1 | 2.4 | -0.1 | · | -3 | -1 | 1 | 0.8 |
| Cc1c(NS(=O)(=O)c2ccc(Cl)c(C(=O)OC(C)C(=O)N3CCOCC3)c2)c(=O)n(-c2ccccc2)n1C (stereo unspecified) | 1 | 1.1 | -3 | -0.5 | -0.4 | -18 | -2 | -7 | 6 | 1 |
| CN(Cc1ccon1)Cc1cn(C)nc1-c1cccc(Cl)c1 | 1.1 | 0.6 | 3 | -0.6 | -0.3 | 14 | -7 | -5 | 2 | 1.1 |
| COc1ccc(NC(=S)N(CCCN2CCOCC2)C(C)c2cc3cccc(OC)c3o2)cc1 (stereo unspecified) | 0.9 | -0.2 | 6 | 0.1 | -0.4 | 0 | -1 | -7 | -1 | 0.9 |
| Cc1ccsc1C(=O)OCc1csc(-c2ccccc2)n1 | 1 | 2.3 | 5 | 2.2 | -0.4 | 13 | -3 | -9 | -8 | 0.9 |
| O=C(/C=C\Nc1cccc(F)c1)c1ccc2c(c1)OCO2 | 1 | 4.7 | -4 | 1.1 | -0.5 | -45 | -9 | -1 | -2 | 1 |
| O=C(NCc1cccs1)c1csc2ccccc12 | 1 | 2.8 | 7 | 2.3 | -0.2 | 24 | -8 | -21 | -2 | 1 |
| Nc1nc2ccccc2n1C(=O)c1ccco1 | 0.9 | 2.0 | 6 | 0.0 | 0.0 | -18 | 3 | -28 | -9 | 0.8 |
| COc1cccc(CC(=O)N[C@@H](CCSC)c2nc3ccccc3[nH]2)c1 | 0.9 | 1.1 | 5 | -0.7 | -0.2 | -16 | 0 | -13 | -7 | 1 |
| CC(C)c1nnc(SCc2ccc(CSc3nnc(C(C)C)n3N)cc2)n1N | 1.1 | 1.8 | -2 | 1.9 | -0.2 | -29 | -3 | -4 | -9 | 1 |
| CN(C)CCN(C(=O)c1ccc(S(=O)(=O)N(C)C)cc1)c1nc2cc3c(cc2s1)OCCO3 | 1 | 0.0 | -2 | -0.7 | 0.2 | -8 | 1 | -1 | 4 | 1.1 |
| Cc1ccc(C(=O)COC(=O)c2n[nH]c(=O)c3ccccc23)cc1 | 0.9 | 2.4 | 4 | 0.1 | -0.3 | · | -3 | -10 | -1 | 0.9 |
| Cc1c(NC(=O)C(CC(=O)O)NCc2ccco2)c(=O)n(-c2ccccc2)n1C (stereo unspecified) | 1.1 | 2.0 | -5 | 0.8 | -0.2 | · | -3 | -12 | -5 | 1.1 |
| COc1ccc(N2C(=O)CC(Sc3nc4ccccc4s3)C2=O)cc1OC (stereo unspecified) | 1 | 5.4 | 13 | -0.7 | 0.3 | -10 | -1 | -2 | 1 | 0.8 |
| N/C(=N\OC(=O)c1ccccc1Cl)c1ccc(Cl)cc1 | 0.8 | 1.4 | 12 | -0.8 | 0.2 | · | -3 | -14 | 4 | 0.9 |
| COc1cc(CNc2ccccc2SC)cc(OC)c1OC | 1.2 | 2.2 | 0 | 0.0 | -0.5 | · | 1 | -8 | -5 | 1.1 |
| COc1cc(OC)cc(-c2nnc(SCC(=O)Nc3cc(C)on3)o2)c1 | · | · | 0 | 2.1 | -0.3 | -29 | · | · | · | · |
| COc1ccc(CCNc2oc(-c3ccccc3OC)nc2C#N)cc1OC | 0.8 | 0.5 | 9 | -3.9 | -0.4 | 10 | -3 | -8 | 1 | 0.8 |
| O=S(=O)(c1ccc(Cl)c2ccccc12)N1CCCC1 | · | 1.8 | 1 | 0.3 | -0.2 | 0 | -3 | -5 | -2 | · |
| CCOC(=O)C1C(=O)NC(N2CCCCC2)=NC1c1ccccc1 (stereo unspecified) | 1 | 0.3 | -10 | -1.6 | 0.2 | 18 | -1 | -7 | 1 | 0.9 |
| COCCCN(C(C)=O)c1nc(-c2ccccc2)cs1 | 1 | 0.4 | -4 | 0.7 | -0.2 | -6 | -3 | -4 | -4 | 0.9 |
| N#Cc1ccc(CSc2nnc(Nc3ccccc3)s2)cc1 | 1 | 0.4 | -6 | 1.1 | -0.1 | 4 | -10 | -13 | 1 | 1 |
| CCC(=O)Nc1ccc(-c2nc(-c3ccccc3)n(CC(=O)N3CCCCC3)n2)cc1 | 0.9 | 3.3 | -4 | 2.6 | 0.0 | 13 | -1 | -9 | -5 | 0.9 |
| CN1CCN(C(CNS(=O)(=O)c2ccc(F)cc2)c2cccnc2)CC1 (stereo unspecified) | 1 | 0.7 | -5 | -3.5 | -0.3 | · | -3 | -7 | 4 | 1.1 |
| O=C(CCNC(=O)Cn1ccc2ccccc2c1=O)NCCN1CCc2ccccc2C1 | 0.8 | 0.6 | -2 | 2.5 | -0.2 | 9 | -5 | -14 | -9 | 0.8 |
| COc1cc(OC)cc(C(=O)NCC(=O)OCC(=O)C(C)(C)C)c1 | 1 | 0.3 | -5 | 0.0 | 0.1 | -2 | -2 | 9 | 0 | 1 |
| COc1cc(NC(=O)c2ccccc2)c(OC)cc1Cl | 0.9 | -0.4 | 12 | 0.6 | -0.2 | · | -4 | -10 | -2 | 0.9 |
| Cc1cccc(COCC(Cc2ccccc2)N2CCN(C(=O)c3cc(Cl)cc(Cl)c3)CCC2=O)c1 (stereo unspecified) | 0.9 | 11* | 22 | -0.1 | -0.2 | -6 | -2 | 4 | -7 | 0.9 |
| COc1ccc(CCNc2oc(COc3ccccc3F)nc2C#N)cc1OC | 0.9 | 5.4 | 2 | 0.6 | -0.4 | 35 | -7 | -11 | -2 | 1 |
| CC1=NN(/C(=N\c2nnc(C)s2)Nc2ccc(C)cc2)[C@H](c2ccc(C)cc2)S1 | 0.9 | -0.4 | 22 | 2.2 | 0.0 | · | 4 | 2 | -9 | 1 |
| CCOc1cc(/C=N/NC(N)=O)cc(Br)c1OCC(=O)Nc1cccc2ccccc12 | 1 | 3.3 | -2 | 1.1 | 0.0 | · | -6 | -3 | 2 | 0.9 |
| Nc1c(C(=O)NCCc2ccccc2)nnn1Cc1ccc(Br)cc1F | 1.1 | 5.0 | -7 | -0.2 | -0.4 | -13 | -6 | -12 | -5 | 1.1 |
| Cc1cc(C)nc(SCC(=O)Nc2cccc(S(=O)(=O)N(C)C)c2)n1 | 1 | -1.0 | 15 | -0.3 | -0.3 | 0 | -1 | -12 | -1 | 1.1 |
| COc1ccc(/C=N/N2CCOCC2)cc1COc1ccc(Cl)cc1 | 1 | 1.6 | 87* | 0.2 | -0.2 | -4 | 2 | -4 | 1 | 1 |
| O=c1cc(CNc2cc(C(F)(F)F)cc(C(F)(F)F)c2)nc2sccn12 | 1 | 1.9 | 9 | -0.1 | -0.1 | 10 | -2 | 9 | -3 | 0.9 |
| Cc1ccc(CS(=O)(=O)Cc2ccc(C(=O)NCc3cccs3)o2)cc1 | 1.1 | 0.6 | -2 | -1.0 | -0.2 | 6 | 0 | -7 | -4 | 1.1 |
| CCCCCc1cc(O)c2c(C)cc(=O)oc2c1 | 0.9 | 5.6 | 34 | 2.0 | -0.3 | -7 | 3 | 2 | -6 | 0.9 |
| Cc1nnc2sc(SCc3ccc(Cl)cc3)nn2c1=O | 1.1 | 4.7 | 1 | 0.5 | 0.4 | -9 | 0 | -20 | -6 | 1 |
| C/C=C/COc1nc2c(c(=O)n(C)c(=O)n2C)n1C | 0.8 | -0.5 | -3 | 2.1 | -0.1 | -9 | -5 | -10 | -2 | 0.9 |
| Cn1c(=O)n(Cc2ccccc2)c(=O)c2c1nc1n2CCCN1Cc1ccccc1 | 1 | 0.7 | -5 | 2.1 | -0.3 | 8 | -3 | -5 | 1 | 1 |
| O=C(CSc1nccc(=O)[nH]1)Nc1ccc(F)c(Cl)c1 | 1 | 1.9 | -5 | 1.4 | 0.0 | -6 | -4 | -14 | -8 | 1 |

2 successive records from above, for reference:
| Molecule | PMI act satM6P | RAM inhibit | L major viab | Redox H2O2 prof | Hsp70 act | S1P3 antag | TNAP inh hiacc | TNAP inh noacc | Efa HMGR inh | PMI act |
| --- | --- | --- | --- | --- | --- | --- | --- | --- | --- | --- |
| Nc1c(C(=O)NCCc2ccccc2)nnn1Cc1ccc(Br)cc1F | 1.1 | 5.0 | -7 | -0.2 | -0.4 | -13 | -6 | -12 | -5 | 1.1 |
| Cc1cc(C)nc(SCC(=O)Nc2cccc(S(=O)(=O)N(C)C)c2)n1 | 1 | -1.0 | 15 | -0.3 | -0.3 | 0 | -1 | -12 | -1 | 1.1 |
